yeast bub3 – NCI yeast anticancer drug screen, S. cerevisiae bub3 mutant strain. actives 9.9% (n = 78,000). % growth inhibition at 50 µM;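 further: 0% = growth of vehicle-only cultures of the same strain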
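Screening used yeast with an engineered genetic alteration affecting cell cycle control. Compound-exposed cultures were compared with vehicle cultures, and reduced growth was taken as inhibition.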
sgs1 mgt1 – NCI yeast anticancer drug screen, S. cerevisiae sgs1 mgt1 strain; growth inhibition, % at 50 µM; actives 10% (n = 78,000); AID 161;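 further: 0% = growth of vehicle-only cultures of the same strain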
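Genetically altered yeast, compound exposure, growth inhibition relative to vehicle.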
yeast mlh1 rad18 – NCI yeast anticancer drug screen, S. cerevisiae mlh1 rad18 strain; AID 175; growth inhibition, % at 50 µM; actives 11% (n = 79,000);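 further: 0% = growth of vehicle-only cultures of the same strain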
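Inhibition values reflect reduced growth of mutant yeast versus vehicle-treated controls following compound exposure; the mutations affect DNA damage repair.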
rad50 – NCI yeast anticancer drug screen, S. cerevisiae rad50 strain | growth inhibition, % at 50 µM | actives 10% (n = 79,000) | AID 155;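 further: 0% = growth of vehicle-only cultures of the same strain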
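A DNA repair-deficient yeast mutant serves as the test organism; compound-induced growth inhibition is calculated against vehicle-treated cells.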
yeast cln2 rad14 – NCI yeast anticancer drug screen, S. cerevisiae cln2 rad14 strain; % growth inhibition at 50 µM; actives 8.3% (n = 78,000);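 further: 0% = growth of vehicle-only cultures of the same strain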
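Each compound was tested on cln2 rad14 yeast. Inhibition of growth was calculated against vehicle-exposed controls.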
yeast mec2-1 – NCI yeast anticancer drug screen, S. cerevisiae mec2-1 strain | % growth inhibition at 50 µM | actives 9% (n = 79,000) | AID 157;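 further: 0% = growth of vehicle-only cultures of the same strain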
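Compounds were applied to mec2-1 yeast cells. Their growth was then compared with that of vehicle-treated cultures to give growth inhibition.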
An asterisk follows results filed as active; . = no result given; & = joins results of further samples; ! = not active in a repeat. No stated cut-off is given here; in the data, active means growth inhibition above about 70%; inactive means the rest.

SMILES	yeast bub3	sgs1 mgt1	yeast mlh1 rad18	rad50	yeast cln2 rad14	yeast mec2-1
Cc1sc(Cc2ccccc2)nc1-c1ccc(N=Cc2ccc(N(CCOS(C)(=O)=O)CCOS(C)(=O)=O)cc2)cc1	91*	96*	96*	94*	94*	98*
N#CC(/C(=N/NC(=O)C(=O)NN)C(=O)NC12CC3CC(CC(C3)C1)C2)c1ccccc1 (stereo not drawn)	31	1	-2	16	1	11
O=C1c2ccccc2C(O)(c2ccc(O)cc2)c2ccccc21	6	-1	6	-3	0	0
CNC(=O)Nc1cc(C)ccc1Cl	1	-9	-7	-1	-70	-6
COc1cc(C2=N/C(=C\C=C\c3ccccc3)C(=O)O2)cc(OC)c1OC	19	22	17	17	19	16
O=C1OC(c2cccc3ccc(Br)cc23)c2ccccc21 (stereo not drawn)	16	6	3	21	20	0
CC(O)(c1ccco1)c1nc2ccccc2s1 (stereo not drawn)	-1	1	-12	-10	-6	16
Nc1nc(-c2ccccc2)ns1	-18	1	-2	5	8	-44
CN(C)C(=S)SC1(CN2CCOCC2)COc2c(Cl)cc(Cl)cc2C1=O (stereo not drawn)	79*	95*	89*	90*	75*	76*
CN1C(=O)N(c2cc(Cl)cc(Cl)c2)C(=N)C1=S	32	18	37	7	-3	2
CCOC(=O)CNC(=O)CNC(=O)CNC(=O)OCc1ccccc1	14	-12	14	8	38	-1
O=C(Nc1ccccc1)Nc1cc(C(F)(F)F)ccc1Cl	3	4	-17	36	-10	19
O=[N+]([O-])c1ccc(N=Nc2ccc(O)cc2O)cc1	99*	98*	98*	98*	90*	99*
O=C1C[C@@H](c2ccccc2)O[C@@H](c2ccccc2)C1	36	36	27	32	5	2
CCN(CC)Cc1cc2c(cc1O)CC[C@@H]1[C@@H]2CC[C@]2(C)C(=O)CC[C@@H]12	56&54	79*!	71*!	84*!	73*!	15&56
CCCCC(/C=N/NC(N)=S)C(=O)OCC (stereo not drawn)	68	24	49	28	16	48
Nc1c(N)c(Cl)c(Cl)c(Cl)c1Cl	.	.	87*	87*	.	92*
S=C1NC2=C(CSC/C2=C\c2cccc(Br)c2)C(c2cccc(Br)c2)N1 (stereo not drawn)	94*	96*	94*	93*	90*	94*
CCCCN(CCC(=O)O)c1ccc(/C=C\c2ccnc3ccccc23)cc1	96*	96*	93*	94*	89*	94*
CC(=O)O[C@H]1CC[C@]2(C)C3=C(C(=O)C[C@H]2C1(C)C)[C@]1(C)CC[C@H]([C@H](C)CCC(=O)O)[C@@]1(C)CC3=O	2	33	0	43	4	-8
Cc1cc2ccccc2cc(C)c1=O	-7	-9	-8	2	-8	1
C=CCN1C(N)=C(C#N)C(C#N)(C#N)C1CCC (stereo not drawn)	-17	-48	-37	1	16	8
CCn1c2ccc(N=C=O)cc2c2c3[nH]c(=O)c4cccn4c3ccc21	-2	-9	1	-31	1	10
CCC(=O)OC1C(OC2C(C)C(OC3CC(C)(OC)C(O)C(C)O3)C(C)C(=O)OC(CC)C(C)(O)C(O)C(C)C(=O)C(C)CC2(C)O)OC(C)CC1N(C)C (stereo not drawn)	-3	-31	-77	-18	6	-28
CCCCSCC(NC(=O)/C=C/c1c(C)[nH]c(=O)[nH]c1=O)C(=O)OC (stereo not drawn)	8	31	29	16	22	20
O=C1C(=O)C(CCCO)(CCCO)CCCCCCCCC1(CCCO)CCCO	-6	0	-6	31	64	-35
C/C(O)=C(/C=N/C(=S)Nc1ccc(S(N)(=O)=O)cc1)C(=O)Nc1ccccc1C	67	69	89*	80*	81*	82*
CCOC(=O)CC1(O)Oc2cc3c(cc2C(c2cc(OC)c(OC)c(OC)c2)C1C(=O)OCC)OCO3 (stereo not drawn)	-1	-22	10	-1	-1	-6
CCOC(=O)c1ccc(Nc2nc3ccc(C(F)(F)F)cc3nc2C(=O)OCC)cc1	-6	-12	-12	-25	-13	3
COc1cc(OC)c(OCc2ccccc2)c(OC)c1	-2	0	-17	12	2	0
O=c1[nH]cc(CSc2ncc[nH]2)c(=O)[nH]1	3	-5	-4	20	-29	-2
O=C(Nc1ccc(Cl)cc1)c1cccnc1	34	33	16	10	-8	-11
NC1=C(O)C(=O)C(c2cccnc2)O1 (stereo not drawn)	15	-14	-3	-16	-24	-6
O=C1c2ccccc2C(=O)c2c1cc1c(c2O)OCO1	-38	20	47	23	-10	13
CC1CN=C(NS(=O)(=O)c2ccccc2)N1 (stereo not drawn)	1	-10	-6	-10	3	-23
O=C(OCc1ccccc1CN1CCCC1)c1ccc([N+](=O)[O-])cc1	1	2	-37	-10	-25	-4
N#Cc1ccc([N+](=O)[O-])cc1C#N	98*	100*	99*	99*	98*	100*
Cc1cccc(-c2nnc(-c3ccc4ccccc4c3)o2)c1	22	26	7	21	18	9
CCOC(=O)NC(C(=O)OCC)C(F)(F)F (stereo not drawn)	20	-17	-16	-11	19	-17
Nc1ccc(N=Nc2ccccc2)c(N)n1	4&27	5&29	8&57	16&38	19&9	11&30
CN(C)CC(C(N)=O)C(N)=O	-10	-20	7	-26	10	-19
Nc1nc2c(ncn2-c2ccc3ccccc3c2)c(=O)[nH]1	3	-4	-3	1	-13	1
CCOC(=O)C1=C(NC)OC/C1=N\NC(=O)c1ccccc1O	35	15	51	38	4	0
O=S1(=O)OCCC1C(O)(c1ccccc1)c1ccccc1 (stereo not drawn)	11	7	17	2	-49	-4
CN1C(=O)C(C)(O)c2ccccc21 (stereo not drawn)	11	-13	9	4	13	2
CCS(=O)(=O)O	-3	-2	13	26	-8	3
C[C@H]1S[C@H](c2c(F)cccc2F)n2c1nc1ccccc12	27	44	35	10	0	-11
CCOC(=O)C(C)OC(C)=O (stereo not drawn)	-24	-28	-19	-15	-60	-12
NC1=NCN(C2OC(COCc3ccccc3)C(OCc3ccccc3)C2OCc2ccccc2)C(=O)N1 (stereo not drawn)	98*	99*	99*	66	80*	46
CCOC(=O)C1=C(C)N(C2OC(COC(=O)c3ccccc3)C(OC(=O)c3ccccc3)C2OC(=O)c2ccccc2)C(=S)NC1c1ccccc1 (stereo not drawn)	-5	11	-6	-1	-3	-27
O=CNC1(c2ccccc2)CCCCC1	5	-12	5	2	16	-37
CC(C)c1cccc(C(C)C)c1OC(=O)Nc1cccc(Cl)c1	17	2	6	8	11	1
CC1=CC(=O)C(=O)C2=C1OC1(C2)C(C)CCC2C3(C)CCC(O)C(C)(C)C3CCC21C (stereo not drawn)	86*	89*	87*	86*	88*	90*
CN(C)c1ccc(N=Nc2ccccn2)cc1	87*	86*	83*	82*	75*	83*
COc1ccc(/C=N/NC(=O)NNC(=O)CCl)cc1OC	0	10	6	-2	-48	5
CC1(C)OCC(C2OC3OC(C)(C)OC3C2O)O1 (stereo not drawn)	12	10	8	4	-16	15
COC(OC)c1cccc2c1C(=O)CCC1(CC2)OCCCCO1	-40	-23	-11	0	4	-21
O=c1[nH]c2c([N+](=O)[O-])cc(Cl)cc2nc1/C=C(\O)c1ccc2ccccc2c1	70*	90*	72*	74*	49	73*
CCC1SCC(C)(C)NC1=O (stereo not drawn)	29	-4	1	5	-39	13
CCCCCCCCCCCCCCCCCCCCCCCCCCCCCCO	9	-7	22	13	6	3

Next part:
SMILES	yeast bub3	sgs1 mgt1	yeast mlh1 rad18	rad50	yeast cln2 rad14	yeast mec2-1
O=C(/C=C(\Nc1ccccc1O)c1ccccc1)C(=O)NC12CC3CC(CC(C3)C1)C2	-6	19	10	4	-3	-13
O=C(/C=C/c1cccc([N+](=O)[O-])c1)c1ccccc1	12	-10	21	3	-18	-14
O=C1C2C3C=CC(CC3)C2C(=O)C2C3C=CC(C3)C12 (stereo not drawn)	-1	27	32	1	-15	24
Cc1ccc(S(=O)(=O)OCC2CCC(COS(=O)(=O)c3ccc(C)cc3)O2)cc1 (stereo not drawn)	0	-5	-7	-5	11	-14
O=S(=O)(O)c1cc(O)ccc1O.O=S(=O)(O)c1cc(O)ccc1O.[NH-]C1CCCCC1[NH-].[Pt+2]	-1	-5	-3	18	5	-5
S=C(Nc1ccc(Cl)cc1)Nc1ccc(Cc2ccc(NC(=S)Nc3ccc(Cl)cc3)cc2)cc1	54	50	20	54	59	36
Cc1ccc(NC(=S)NCC2CCCO2)cc1C (stereo not drawn)	19	11	15	9	9	7
Fc1ccc2c(c1)Cc1cc(Br)ccc1-2	44	2	49	-7	-71	25
CC(=O)Oc1ccc(N2C(=O)C=CC2=O)cc1	99*	52	52	99*	54	99*
CC(=O)OCC1OC(n2c(C)c(C)cc(C#N)c2=S)C(OC(C)=O)C(OC(C)=O)C1OC(C)=O (stereo not drawn)	19&-2	-4&-5	15&4	18&-18	19&-23	-13&-10
CC(=O)Cc1nc(N)nc(Nc2ccc(Cl)c(Cl)c2)n1	-13	-10	-20	-9	-11	14
O=C(OCC(OC(=O)c1ccccc1)C(OC(=O)c1ccccc1)C(=O)O)c1ccccc1 (stereo not drawn)	7	27	23	15	19	20
CC1=C(C(=O)Nc2ccccc2C)C(c2ccc(N(C)C)cc2)C(C(=O)Nc2ccccc2C)=C(C)N1	-9	-17	-14	-27	-11	-20
NC(=O)N/N=C/c1cccs1	8	-9	-12	-6	8	6
O=C(O)CCc1ccccc1	-14	-30	-18	-9	-4	0
O=c1[nH]n(CCc2ccccc2CCl)c2ccc([N+](=O)[O-])cc12	39	16	-11	26	9	15

Of the compounds above, 19 have nitrogen in an aromatic ring:
SMILES	yeast bub3	sgs1 mgt1	yeast mlh1 rad18	rad50	yeast cln2 rad14	yeast mec2-1
Cc1sc(Cc2ccccc2)nc1-c1ccc(N=Cc2ccc(N(CCOS(C)(=O)=O)CCOS(C)(=O)=O)cc2)cc1	91*	96*	96*	94*	94*	98*
CC(O)(c1ccco1)c1nc2ccccc2s1 (stereo not drawn)	-1	1	-12	-10	-6	16
Nc1nc(-c2ccccc2)ns1	-18	1	-2	5	8	-44
CCCCN(CCC(=O)O)c1ccc(/C=C\c2ccnc3ccccc23)cc1	96*	96*	93*	94*	89*	94*
CCn1c2ccc(N=C=O)cc2c2c3[nH]c(=O)c4cccn4c3ccc21	-2	-9	1	-31	1	10
CCCCSCC(NC(=O)/C=C/c1c(C)[nH]c(=O)[nH]c1=O)C(=O)OC (stereo not drawn)	8	31	29	16	22	20
CCOC(=O)c1ccc(Nc2nc3ccc(C(F)(F)F)cc3nc2C(=O)OCC)cc1	-6	-12	-12	-25	-13	3
O=c1[nH]cc(CSc2ncc[nH]2)c(=O)[nH]1	3	-5	-4	20	-29	-2
O=C(Nc1ccc(Cl)cc1)c1cccnc1	34	33	16	10	-8	-11
NC1=C(O)C(=O)C(c2cccnc2)O1 (stereo not drawn)	15	-14	-3	-16	-24	-6
Cc1cccc(-c2nnc(-c3ccc4ccccc4c3)o2)c1	22	26	7	21	18	9
Nc1ccc(N=Nc2ccccc2)c(N)n1	4&27	5&29	8&57	16&38	19&9	11&30
Nc1nc2c(ncn2-c2ccc3ccccc3c2)c(=O)[nH]1	3	-4	-3	1	-13	1
C[C@H]1S[C@H](c2c(F)cccc2F)n2c1nc1ccccc12	27	44	35	10	0	-11
CN(C)c1ccc(N=Nc2ccccn2)cc1	87*	86*	83*	82*	75*	83*
O=c1[nH]c2c([N+](=O)[O-])cc(Cl)cc2nc1/C=C(\O)c1ccc2ccccc2c1	70*	90*	72*	74*	49	73*
CC(=O)OCC1OC(n2c(C)c(C)cc(C#N)c2=S)C(OC(C)=O)C(OC(C)=O)C1OC(C)=O (stereo not drawn)	19&-2	-4&-5	15&4	18&-18	19&-23	-13&-10
CC(=O)Cc1nc(N)nc(Nc2ccc(Cl)c(Cl)c2)n1	-13	-10	-20	-9	-11	14
O=c1[nH]n(CCc2ccccc2CCl)c2ccc([N+](=O)[O-])cc12	39	16	-11	26	9	15

Bioassay records deposited in PubChem by NCI.

Compounds as they come, and some 13% of all compounds hit somewhere here.
